Large T inhibition: SV40 large T antigen inhibitors, biochemical (AID 1903); SV40 large T antigen ATPase/helicase inhibition assay; higher % means a stronger effect; actives 0.39% (n = 310,000); one-dose inhibition, % at 20 µM; IC50 in µM for titrated hits; in the data active means a potency from the dose series; further: strong numbers were not always called active
Salmonella PhoP GFP: PhoP-dependent GFP reporter repression – Salmonella Typhimurium, primary screen (AID 1863); S. Typhimurium PhoP-regulated promoter GFP reporter, 4 h; higher % means a stronger effect; inhibition, % at 50 µM, or IC50 in µM where a hit was titrated; actives 0.16% (n = 300,000);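 active means inhibition over 29.93%, a cutoff 3 SD above the screen mean, later confirmed by dose response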;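 further: 0% = low Mg2+ inducing control and 100% = high Mg2+ repressing control; strong numbers were not always called active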
Rac1 GTP hydrolysis: MgcRacGAP GTPase-activating activity inhibitors, confirmation, biochemical, ADP Hunter fluorescence. inhibition, % at 30 µM; hits with a dose series show IC50 in µM. AID 624330. actives 0.6% (n = 340,000). MgcRacGAP-stimulated Rac1 GTP hydrolysis, ADP Hunter fluorescence; higher % means a stronger effect; GST-tagged Rac1 F28L mutant substrate;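 active means first-screen hits whose inhibition reached a set limit at any dose in the follow-up dose series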;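 further: fluorescence reports GDP produced by GAP-driven GTP hydrolysis; strong numbers were not always called active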
RSV antiviral HEp-2: inhibition of RSV-induced cytopathic effect – HEp-2 cells, primary 10 µM value included (AID 2391) | HEp-2 cells, RSV-induced CPE inhibition; higher % means a stronger effect | CPE inhibition, % at 10 µM, or IC50 in µM where a hit was titrated | actives 0.13% (n = 310,000); in the data active means a potency from the dose series; further: strong numbers were not always called active
NTR1 agonist: NTR1-driven beta-arrestin-GFP spot formation – imaging, U2OS cells, high content, primary screen (AID 493036) | P30989 | agonist mode | activation, % at 20 µM | actives 0.17% (n = 330,000);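 active means activation at or above 40% of the spot to cytoplasm intensity ratio, with at least 20 cells analyzed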;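 further: 0% = DMSO without peptide and 100% = 100 nM NTR1 peptide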
Target sequence (P30989 whole entry, looked up): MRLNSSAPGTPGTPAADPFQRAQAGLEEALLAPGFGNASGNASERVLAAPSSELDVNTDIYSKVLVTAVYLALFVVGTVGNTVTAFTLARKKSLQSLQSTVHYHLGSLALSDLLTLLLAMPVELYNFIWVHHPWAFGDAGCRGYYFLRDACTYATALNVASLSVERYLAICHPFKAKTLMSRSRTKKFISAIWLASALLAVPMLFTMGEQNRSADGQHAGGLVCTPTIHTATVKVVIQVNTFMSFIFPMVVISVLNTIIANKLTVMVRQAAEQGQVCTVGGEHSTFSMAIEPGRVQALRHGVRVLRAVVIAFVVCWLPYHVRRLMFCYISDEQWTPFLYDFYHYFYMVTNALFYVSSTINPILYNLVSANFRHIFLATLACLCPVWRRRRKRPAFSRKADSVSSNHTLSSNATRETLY
T cell modulator: T cell immune modulation candidate; actives 0.068% (n = 330,000); AID 2052; 2C CD8+ T cell-vesicle binding, flow cytometry; active compounds read low; calls only at 7 µM;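 active means response, share of CD8 T cells binding vesicles, and their 90th percentile fluorescence all below set limits, cut at about 80% in these data, passing the limit was not always enough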
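Also added: QL9-peptide-loaded Drosophila micro-vesicles bearing Ld, ICAM-1 and B7-1; Test system: purified 2C TCR transgenic mouse naive CD8+ T cells; Measured by: cytometric PE anti-B7-1 and Alexa647 anti-CD8 signals after 1% paraformaldehyde fixation; Timing: binding step 1.5 h, 37 °C, antibody labelling 20 min, ice.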
West Nile antiviral: inhibition of WNV-induced cytopathic effect – cell-based, CPE readout (AID 1621). actives 0.02% (n = 290,000). West Nile virus-infected cells, CPE inhibition; higher % means a stronger effect. CPE inhibition, % at 10 µM, or IC50 in µM where a hit was titrated; in the data active means a potency from the dose series; further: strong numbers were not always called active
NS5 inhibitors: Dengue-2 NS5 methyltransferase inhibitors, primary screen, biochemical, confirmation dose response (AID 588689) | Dengue-2 NS5 methyltransferase capping enzyme assay, biochemical; higher % means a stronger effect | inhibition, % at 25 µM; hits with a dose series show IC50 in µM | actives 0.3% (n = 340,000); in the data active means a potency from the dose series
K1F lysis inhibition: inhibition of K1F phage lysis, E. coli UTI89, bacterial capsule biogenesis inhibitors, alamar blue (AID 488966). inhibition, % at 100 µM, or IC50 in µM where a hit was titrated. actives 0.02% (n = 340,000). E. coli UTI89 K1F phage lysis, alamar blue, 2 h; higher % means a stronger effect;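 active means phage lysis inhibition, versus mean bacterial control, above a set limit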;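 further: capsule biogenesis inhibitors block K1F phage lysis so surviving cells raise fluorescence; higher fluorescence means more inhibition of phage lysis; actives were called in the ten point dose series up to 300 µM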
T cell modulator vesicle-bound %: also measured in T cell modulator; calls as there; double positive events, %; measured here: CD8+ vesicle-bound cell fraction;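 binding gate set so that unloaded-vesicle control wells show 10% double positive cells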
NTR1 agonist cell count 20 µM: also measured in NTR1 agonist; calls as there; cell count; measured here: cell count, cytotoxicity flag
NS5 inhibitors pilot replicate: also measured in NS5 inhibitors; calls as there; inhibition, %; measured here: pilot screen replicate inhibition
* = called active by the depositor; i = inactive; nt = no result given; [ ] = dose if it differs, or a comment.

SMILES | Large T inhibition | Salmonella PhoP GFP | Rac1 GTP hydrolysis | RSV antiviral HEp-2 | NTR1 agonist | NTR1 agonist cell count 20 µM | T cell modulator | T cell modulator vesicle-bound % | West Nile antiviral | NS5 inhibitors | K1F lysis inhibition | others
CSCCC(NC(=O)c1ccccc1C)C(=O)O (stereo not given) | 10% | 0% | 5% | 1.3% | -1.2 | 42 | i | 59 | 0.0% | -9% | -0.3%
Cc1cc(=O)oc2cc(OCC(=O)OCC(=O)N3CCC(C)CC3)ccc12 | 9% | -7% | 4% | 2.2% | 0.0 | 40 | i | 30 | -0.1% | -8% | 0.3%
Cc1nn(C)c(C)c1C(C)NC(=O)c1cc(COc2cncc(Cl)c2)on1 (stereo not given) | nt | 2% | 2% | -0.1% | 1.9 | 67 | i | 20 | 0.8% | -6% | 0.0%
C=C(C(=O)c1ccccc1)C(c1ccccc1)C(C)C(=O)c1ccccc1 (stereo not given) | 4% | 8% | 9% | -2.3% | 7.1 | 42 | i | 32 | 0.0% | -1% | 3.5%
CN(Cc1ccccc1)C(=O)COC(=O)c1ccc(S(=O)(=O)N(C)C)cc1 | -2% | 0% | 9% | -1.4% | 1.0 | 46 | i | 46 | 0.2% | -5% | -0.7%
CN(Cc1ccccc1)C(=O)COC(=O)c1ccccc1NS(=O)(=O)c1cccc(N)c1 | 23% | -10% | -8% | 3.3% | 2.8 | 62 | i | 52 | -0.6% | 1% | -0.5%[50 µM]
CC1=Nc2cc(Cl)ccc2Oc2ccccc21 | 3% | 9% | 9% | 2.1% | 0.7 | 92 | i | 39 | -0.7% | -2% | -0.7%
COc1ccc(C(=O)Nc2ncc(C)s2)cc1S(=O)(=O)N1CCOCC1 | nt | nt | 8% | 2.5% | -2.6 | 55 | i | 13 | nt | -3% | 0.5%[50 µM]
COc1ccc(S(=O)(=O)N2CCCOC2CNC(=O)C(=O)NCCc2ccco2)cc1OC (stereo not given) | 16% | -8% | 2% | 0.9% | 0.1 | 65 | i | 16 | -0.4% | -5% | 1.1%[50 µM]
COc1cc(/C=N/O)cc(Br)c1OCC(=O)NCc1ccccc1 | 9% | 9% | 0% | 2.8% | 5.9 | 82 | i | 8 | -0.7% | -7% | -0.7%[50 µM]
COc1cccc(CNc2ncc(Br)cc2Br)c1O | nt | -3% | 11% | 11% | 10 | 36 | i | 58 | -0.2% | -2% | 0.2%
COc1ccc(C)cc1NC(=O)NC(C)c1ccncc1 (stereo not given) | 2% | 5% | 5% | 1.7% | -0.5 | 85 | i | 56 | -0.8% | -11% | 0.3%
CCOC(=O)c1sc(NS(=O)(=O)c2ccccc2)nc1C | 5% | 8% | -1% | -0.7% | -0.4 | 42 | i | 46 | 0.8% | -4% | 0.6%[50 µM]
Cn1c(C(=O)N2CCN(C(=O)c3ccco3)CC2)cc2c(=O)n3ccccc3nc21 | 8% | 7% | 8% | -0.1% | -1.5 | 75 | i | 26 | 0.2% | -6% | 0.5%
CCOC(=O)C(C)n1cnc2c(cnn2-c2ccc(Cl)cc2)c1=O (stereo not given) | 9% | -6% | 10% | 3.4% | 1.1 | 47 | i | 44 | -0.2% | -6% | 0.4%
O=C(Nc1ccc(Cl)cc1)c1nc[nH]c1C(=O)NCCCCNC(=O)c1[nH]cnc1C(=O)Nc1ccc(Cl)cc1 | nt | nt | 12% | nt | 4.3 | 62 | i | 52 | nt | -5% | 1.0%
COc1ccc(C2/C=C\CN(S(=O)(=O)/C=C/c3ccccc3)CC(=O)N2Cc2ccc(F)cc2)cc1 (stereo not given) | 18% | 8% | 5% | -0.8% | 3.7 | 62 | i | 36 | -0.7% | -3% | 1.6%
COc1ccc(N(C)S(=O)(=O)c2cccc(C(=O)NCC3CCCO3)c2)cc1 (stereo not given) | 15% | -5% | 7% | 0.6% | 1.1 | 56 | i | 40 | 0.3% | -2% | i
CCOc1ccc(CCNC(=O)COC(=O)c2cc(OC)cc(OC)c2)cc1OCC | 4% | -6% | 2% | -0.4% | 3.4 | 59 | i | 57 | 0.4% | -2% | 0.4%
Cc1c(C(=O)Nc2nc3ccccc3[nH]2)oc2ccc(Br)cc12 | 24% | 12% | 1% | 3.4% | 1.0 | 39 | i | 5 | -0.5% | -5% | 0.4%
Cc1nc(SCc2ccc(OCCC(C)C)cc2)n[nH]1 | 6% | -1% | 12% | 3.5% | 0.4 | 86 | i | 59 | -0.9% | -3% | 0.3%
Cc1ccc(NC(=O)CNc2ccccc2N2CCCC2=O)cc1S(=O)(=O)N1CCOCC1 | nt | nt | 1% | nt | 2.0 | 58 | nt | nt | nt | 4% | 1.4%[50 µM]
CCOc1ccc(S(=O)(=O)N2CCCCC2)cc1NC(=O)CCNC(=O)c1ccco1 | nt | nt | 2% | nt | -0.5 | 69 | nt | nt | nt | 1% | 1.0%[50 µM]
COc1ccc2oc(C(=O)OCC(=O)N3CCN(S(=O)(=O)c4ccc(C)cc4)CC3)c(C)c2c1 | 1% | -2% | 9% | 2.0% | 2.0 | 70 | i | 4 | -0.1% | 7% | 0.1%

5 compounds picked at random from those above, as already listed:
SMILES | Large T inhibition | Salmonella PhoP GFP | Rac1 GTP hydrolysis | RSV antiviral HEp-2 | NTR1 agonist | NTR1 agonist cell count 20 µM | T cell modulator | T cell modulator vesicle-bound % | West Nile antiviral | NS5 inhibitors | K1F lysis inhibition | others
CCOC(=O)c1sc(NS(=O)(=O)c2ccccc2)nc1C | 5% | 8% | -1% | -0.7% | -0.4 | 42 | i | 46 | 0.8% | -4% | 0.6%[50 µM]
Cc1ccc(NC(=O)CNc2ccccc2N2CCCC2=O)cc1S(=O)(=O)N1CCOCC1 | nt | nt | 1% | nt | 2.0 | 58 | nt | nt | nt | 4% | 1.4%[50 µM]
Cc1c(C(=O)Nc2nc3ccccc3[nH]2)oc2ccc(Br)cc12 | 24% | 12% | 1% | 3.4% | 1.0 | 39 | i | 5 | -0.5% | -5% | 0.4%
COc1ccc(N(C)S(=O)(=O)c2cccc(C(=O)NCC3CCCO3)c2)cc1 (stereo not given) | 15% | -5% | 7% | 0.6% | 1.1 | 56 | i | 40 | 0.3% | -2% | i
CCOc1ccc(CCNC(=O)COC(=O)c2cc(OC)cc(OC)c2)cc1OCC | 4% | -6% | 2% | -0.4% | 3.4 | 59 | i | 57 | 0.4% | -2% | 0.4%

(further entries)
SMILES | Large T inhibition | Salmonella PhoP GFP | Rac1 GTP hydrolysis | RSV antiviral HEp-2 | NTR1 agonist | NTR1 agonist cell count 20 µM | T cell modulator | T cell modulator vesicle-bound % | West Nile antiviral | NS5 inhibitors | K1F lysis inhibition | others
O=C(/C=C/c1ccccn1)c1cc(Br)ccc1O | 6% | -2% | 6% | 6.0% | 3.2 | 54 | i | 21 | -0.9% | -22% | 0.6%
COCCCn1c(=O)c2sccc2n(Cc2ccccc2)c1=O | 2% | 8% | -2% | 2.2% | 0.4 | 46 | i | 27 | -0.7% | -5% | -0.1%
COc1cc(SC)ccc1C(=O)Nc1ncc(C)s1 | 11% | 0% | 7% | 6.1% | 3.9 | 30 | i | 57 | 0.0% | -2% | 0.0%
Cc1ccc(C)c(NC(=O)c2ccccc2NS(=O)(=O)c2cc([N+](=O)[O-])ccc2C)c1 | 10% | 14% | 4% | 7.8% | 0.2 | 64 | i | 43 | 1.0% | -8% | -0.2%
COc1ccccc1C1=NOC(Cn2c(=O)c3c(ncn3C)n(C)c2=O)C1 (stereo not given) | 11% | -3% | -4% | 0.6% | -0.1 | 49 | i | 19 | 0.1% | 0% | -0.6%
COc1ccc(C)cc1NC(=S)Nc1ccccc1SC | -4% | -8% | 3% | 1.4% | -0.1 | 25 | i | 19 | 0.2% | -17% | 0.3%
COc1ccc(C2CC(=O)N3CN(c4ccc(C)c(Cl)c4)CSC3=C2C#N)cc1 (stereo not given) | 34% | 4% | 20% | 1.6% | 1.7 | 64 | i | 21 | -0.2% | 1% | 1.3%
O=C(/C=C/c1ccco1)Nc1ccc2nc3n(c(=O)c2c1)CCCC3 | 16% | 6% | 3% | -2.3% | -1.2 | 43 | i | 38 | 0.0% | -27% | -0.2%
O=C1CC(C(=O)Nc2nccs2)C(c2ccccc2)O1 (stereo not given) | 22% | 1% | -3% | 2.4% | 0.5 | 82 | i | 51 | 0.5% | -11% | -0.1%
CNC(=S)N(Cc1cc2cc(OC)c(OC)cc2[nH]c1=O)C1CCCC1 | 18% | -4% | 3% | -1.4% | -0.9 | 55 | i | 9 | 0.6% | 8% | -0.5%
[O-][n+]1c2ccccc2c2n1CCN=C2c1ccc(Cl)cc1 | 6% | nt | 4% | -0.1% | -0.2 | 57 | i | 31 | nt | -4% | 0.6%
COc1cc(NC(=O)c2cc3ccccc3cc2OC)ccc1NC(=O)c1cccs1 | 13% | 2% | 4% | 2.9% | 1.6 | 67 | i | 17 | 1.2% | 11% | 0.0%[50 µM]
COc1cccc2c1OC1(C)CC2NC(=O)N1c1cccc(C(=O)N2CCN(c3ccccc3)CC2)c1 (stereo not given) | 5% | -9% | 2% | 2.2% | -0.9 | 89 | i | 59 | -0.6% | -1% | 0.7%
N#CC1=C(S)N(c2ccccc2)C(c2ccc(-c3cc(Cl)ccc3Cl)o2)NC1=O (stereo not given) | 33% | -11% | 20% | 2.6% | 1.3 | 78 | i | 61 | 0.0% | 7% | -0.5%
O=C(CN1CCN(S(=O)(=O)c2ccc(Cl)s2)CC1)N1CCOCC1 | 9% | 7% | nt | 1.2% | 0.9 | 50 | i | 31 | -0.2% | nt | nt
Cc1nnc(SCCC(=O)Nc2nc(-c3ccccc3)ns2)s1 | -2% | -12% | 12% | 7.2% | 1.6 | 86 | i | 50 | 0.8% | 1% | 0.3% | NS5 inhibitors pilot replicate=-4.8
